Rab9 prom act: Rab9 promoter activation | Huh7 Rab9 promoter-luciferase reporter, luminescence, 24 h | Potency, µM (highest dose often 9.22 µM), inactives show at the top dose activation, negative = inhibition, usual class: activators | 320,000 tested, 2.8% active | AID 485297; note: potency is the fitted concentration of half-maximal effect; % of control where 0% means no effect; nearly all actives have a fitted effect of over 60% in size
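Luminescence from Amplite-detected luciferase (10 minutes, ambient) reports Rab9 promoter activation. Before that, stable Rab9-luciferase Huh7 cells (1500/well, reduced-serum OP-MEM I plus 10% FBS) were exposed to compound for 24 hours at 37C.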
KCNH2 3.1 block: blocks the human KCNH2 3.1 channel isoform | U2OS KCNH2 3.1, thallium flux FluxOr; stronger effect = lower value | activity change, % (tested at about 1.8 µM) | 340,000 tested, 0.95% active | AID 720553;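 active = maximum activity change below -70%; inconclusive = maximum activity change from -70% to -50%; inactive = maximum activity change above -50%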;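 note: thallium influx rate constant from kinetic fluorescence after stimulation buffer; % is set by controls: 0 for no effect and ±100 for the full control effect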
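Channel expression came from 3.1 mutant virus (1.77 x 10^8 /mL) applied to suspended U2OS cells for 4 h. Flux was tracked with FluxOr dye plus Red40 quencher, and kinetic rate constants normalized to controls.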
FLuc counter: counter-screen for miR-21 project: firefly luciferase inhibitors or activators. purified FLuc, Km substrates, luminescence inhibition. Potency, µM (titrated, usually from 57.5 µM), inactives show at the highest dose activity change, negative = inhibition, hits mostly inhibitors. 360,000 tested, 6.9% active. AID 588342;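 note: potency is the fitted concentration of half-maximal effect; plate controls were vehicle for no effect and reference inhibitor for full effect; nearly all actives have a fitted effect of over 55% in size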
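Biochemical qHTS of compounds, final roughly 60 µM downward over six points, against 10 nM purified firefly luciferase using Km concentrations of substrates (10 uM D-luciferin, 10 uM ATP) in Tris acetate pH 7.5 buffer; luminescence output.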
PKM2 activator: increases activity of human pyruvate kinase M2; purified PKM2, Kinase-Glo ATP luminescence, activation; response scale: 0% is enzyme alone, no compound; Potency, µM (titrated, usually from 57.5 µM), for the others: at the top dose activation, usual class: activators; 260,000 tested, 0.34% active; AID 1631; note: potency is the fitted concentration of half-maximal effect; % is set by controls: 0 for no effect and ±100 for the full control effect; nearly all actives have a fitted effect of over 55% in size
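Purified hPK-M2 (>95% pure) converted ADP (0.1 mM final) to ATP with 0.5 mM PEP in 50 mM imidazole pH7.2, KCl, MgCl2, Tween 20, BSA; 1 h at room temperature. ATP detected by Kinase-Glo luminescence.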
Mito fusion yeast: blocks mitochondrial division or promotes mitochondrial fusion; S. cerevisiae fusion-defective mutant growth rescue, CellTiterGlo 48 h; Potency, µM (highest dose often 46.1 µM), for inactives: at the highest dose growth rescue (activation), hits mostly activators; 320,000 tested, 0.23% active; AID 485298;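 note: potency is the fitted concentration of half-maximal effect; % of control where 0% means no effect; nearly all actives have a fitted effect of over 45% in size; temperature-sensitive fusion mutants such as fzo1-1 at 37 °C on non-fermentable ethanol glycerol medium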
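Luminescent cell viability in 1536-well qHTS format served as the measure of rescued growth in ts fusion-mutant S. cerevisiae cultured on non-fermentable YPEG for 48 hours at 37C.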
RORgamma inh: ROR gamma (mouse) transcription inhibition; Drosophila S2 Gal4-RORgamma UAS-luciferase reporter, 20 h; Potency, µM (titrated, usually from 53.6 µM), inactives show at the highest dose activity change, negative = inhibition, hits mostly inhibitors; 310,000 tested, 5.4% active; AID 2551; note: potency is the fitted concentration of half-maximal effect; % is set by controls: 0 for no effect and ±100 for the full control effect; nearly all actives have a fitted effect of over 60% in size
Target sequence (P51450 whole entry, looked up, the tested form may be a part): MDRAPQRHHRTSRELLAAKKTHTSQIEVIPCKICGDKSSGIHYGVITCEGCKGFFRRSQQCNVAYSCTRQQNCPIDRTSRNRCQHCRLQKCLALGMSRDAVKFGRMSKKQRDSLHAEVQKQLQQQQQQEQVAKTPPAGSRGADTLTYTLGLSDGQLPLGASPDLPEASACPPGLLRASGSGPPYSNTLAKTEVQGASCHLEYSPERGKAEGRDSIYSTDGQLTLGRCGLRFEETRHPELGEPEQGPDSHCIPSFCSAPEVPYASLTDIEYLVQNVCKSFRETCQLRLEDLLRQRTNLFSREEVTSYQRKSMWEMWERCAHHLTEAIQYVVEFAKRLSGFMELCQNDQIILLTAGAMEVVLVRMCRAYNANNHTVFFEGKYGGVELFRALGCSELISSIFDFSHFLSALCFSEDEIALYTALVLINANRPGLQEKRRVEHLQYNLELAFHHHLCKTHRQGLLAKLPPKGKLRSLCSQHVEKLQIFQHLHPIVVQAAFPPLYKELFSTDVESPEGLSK
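Compounds are pin-transferred onto Drosophila Schneider cells expressing a copper-inducible Gal4–ROR gamma transactivation domain fusion. After 1 hr, copper sulfate is added to 700 uM final; luciferase is read 20 hr later.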
NPC1 prom act: NPC1 promoter activation; Huh7 NPC1 promoter luciferase reporter, 24 h; Potency, µM (series often up to 9.22 µM), for inactives: top-dose activation, actives largely listed as activators; 320,000 tested, 2.4% active; AID 485313;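 note: potency is the fitted concentration of half-maximal effect; % of control where 0% means no effect; nearly all actives have a fitted effect of over 60% in size; reporter is driven by a mutant NPC1 promoter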
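In 1536-well qHTS, Huh7 cells harboring an NPC1 promoter–luciferase construct received compound for 24 h; activation was quantified by luminescence following luciferase reagent addition.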
Menin-MLL TR inh: menin-MLL binding inhibition, Texas Red mutant peptide; 270,000 tested, 0.23% active; Potency, µM (doses to about 61.6 µM), for inactives: at the highest dose FP activity change, negative = inhibition, most hits filed as inhibitors; O00255; Menin + Texas Red MLL mutant peptide, fluorescence polarization; active = well fitted inhibition curve with a large enough effect in the polarisation, with a control signal flat, not every such curve was filed as active; inconclusive = small, poorly fitted or top-dose-only effect, or effect the other way, or a change in a side signal; inactive = no such curve, though single readings can be large or run the other way; the % refers to the polarisation; note: potency is the fitted concentration of half-maximal effect; % of control where 0% means no effect; many of its hits are not listed in these tables
Target sequence (O00255 whole entry, looked up): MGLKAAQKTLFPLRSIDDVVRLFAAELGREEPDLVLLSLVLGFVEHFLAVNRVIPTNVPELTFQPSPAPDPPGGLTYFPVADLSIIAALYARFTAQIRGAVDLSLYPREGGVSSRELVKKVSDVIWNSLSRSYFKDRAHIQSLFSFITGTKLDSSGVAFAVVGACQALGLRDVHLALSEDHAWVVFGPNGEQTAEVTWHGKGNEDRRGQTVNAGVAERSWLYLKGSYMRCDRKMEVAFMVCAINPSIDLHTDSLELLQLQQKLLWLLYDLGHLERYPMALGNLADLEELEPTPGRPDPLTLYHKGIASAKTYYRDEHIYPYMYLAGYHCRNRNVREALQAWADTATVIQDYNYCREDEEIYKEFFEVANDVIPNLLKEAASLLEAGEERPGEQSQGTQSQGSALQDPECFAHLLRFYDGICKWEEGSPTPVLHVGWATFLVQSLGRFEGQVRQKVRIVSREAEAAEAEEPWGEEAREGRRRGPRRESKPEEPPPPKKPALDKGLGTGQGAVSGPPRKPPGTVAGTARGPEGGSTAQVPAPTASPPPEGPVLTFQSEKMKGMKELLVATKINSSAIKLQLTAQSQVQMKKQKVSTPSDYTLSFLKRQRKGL
VP16 counter: inhibits Gal4-VP16 luciferase reporter, ROR gamma counter-screen | Drosophila S2 Gal4-VP16 UAS-luciferase, luminescence, 20 h | Potency, µM (series often up to 53.6 µM), inactives show top-dose activity, negative = inhibition, most hits filed as inhibitors | 310,000 tested, 3.5% active | AID 2546;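 note: Gal4-VP16 expression switched on by copper sulfate through the metallothionein promoter; potency is the fitted concentration of half-maximal effect; % is set by controls: 0 for no effect and ±100 for the full control effect; nearly all actives have a fitted effect of over 50% in size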
Starred values were filed as active, the others as inactive; u = inconclusive; x = no result given; & = joins results of further samples; [ ] = remark or other dose. Unless noted, calls come from the whole dose curve; as a rule, active = well fitted curve in the direction sought with a large enough effect; inconclusive = small, poorly fitted or top-dose-only effect, or another doubt; inactive = no such curve, though single readings can be large; an effect the other way counts as inactive or inconclusive. A portion of the library; count on the stated rates, not on these rows.

SMILES	Rab9 prom act	KCNH2 3.1 block	FLuc counter	PKM2 activator	Mito fusion yeast	RORgamma inh	NPC1 prom act	Menin-MLL TR inh	VP16 counter
CCCCCCN	x	x	x	x	x	-9.9%	x	x	-13.9%
O=C1c2ccc(O)c(O)c2C(=O)c2c(O)ccc(O)c21	x	x	x	x	x	u	x	x	u
C=CC1=C(C(=O)O)N2C(=O)C(NC(=O)/C(=N\O)c3csc(N)n3)C2SC1 (stereo unspecified)	x	x	x	x	x	u	x	-9.2%	u
CCC1Nc2cc(Cl)c(S(N)(=O)=O)cc2S(=O)(=O)N1 (stereo unspecified)	x	x	x	x	x	-3.9%[10 µM]	x	3.0%	-5.2%
Cn1c(=O)c2[nH]c(Br)nc2n(C)c1=O	x	x	x	x	x	17.5%	x	-1.5%	0.7%
O=C(O)CNC(=O)c1ccccc1I	x	x	x	x	x	-1.3%	x	10.7%&3.8%	-2.2%&-7.9%
CCC(C)[C@@H](N)C(=O)O (stereo partly specified)	x	x	x	x	x	2.7%&10.8%	x	5.4%&13.9%	-5.8%&-4.1%
Cc1c(C(=O)NCCO)[n+](=O)c2ccccc2n1[O-]	x	x	x	x	x	1.8%	x	12.2%	-8.7%
O=c1cc(-c2ccc(O)cc2)oc2cc(OC3OC(CO)C(O)C(O)[C@H]3O[C@@H]3OC[C@@](O)(CO)C3O)cc(O)c12 (stereo partly specified)	x	x	x	x	x	2.4%	x	u	1.1%
Cn1c(O)c(N=NC(N)=S)c2ccccc21	x	x	x	x	x	1.12µM*	x	17.8%	3.16µM*
CC(C)C1C(=O)N(S(C)(=O)=O)[C@H]2CCN(C(=O)/C=C/CN3CCCCC3)[C@@H]12 (stereo partly specified)	x	x	x	x	x	19.9%	x	-1.7%	3.8%
COC(=O)C1=CO[C@@H](O[C@H]2OC(CO)C(O)C(O)C2O)C2C1CC(O)C2C (stereo partly specified)	x	x	x	x	x	-6.9%	x	6.8%	0.9%
CN(C)CCOC(=O)[C@@H](c1ccccc1)C1(O)CCCC1	x	x	x	x	x	12.7%[16.9 µM]	x	-27.7%[24.8 µM]	6.6%[17 µM]
Cc1nc(-c2ccc(Cl)cc2)oc1COC(C)(C)C(=O)O	x	x	x	x	x	3.1%	x	-4.9%	4.6%
O=c1cc(-c2ccc(O)cc2)oc2cc(O[C@H]3OC(CO)C(O)C(O)C3O)cc(O)c12 (stereo partly specified)	x	x	x	x	x	5.3%	x	-17.1%	27.9%
Cc1ccccc1OC[C@H](O)CO	x	x	x	x	x	16.6%[16.9 µM]	x	-3.6%[24.8 µM]	-9.7%[17 µM]
Cc1ccc(S(=O)(=O)NC(=O)NC2CCCCCCC2)cc1	x	x	x	x	x	2.1%	x	9.9%	-8.6%
O=C(CS(=O)Cc1ccco1)NCC=CCOc1cc(CN2CCCCC2)ccn1 (stereo unspecified)	x	x	x	x	x	26.8%	x	-4.8%	-6.2%
O=c1[nH]c2cc(C(F)(F)F)c(N3CCOCC3)cc2n(CP(=O)(O)O)c1=O	x	x	x	x	x	-7.5%	x	13.8%	7.9%
CCOC(=O)C(CCc1ccccc1)NC(C)C(=O)N1Cc2ccccc2CC1C(=O)O (stereo unspecified)	x	x	x	x	x	8.3%	x	-10.9%	-2.7%
O=C(O)CCC/C=C\C[C@@H]1[C@@H](CC[C@@H](O)CCc2ccccc2)[C@H](O)C[C@@H]1O	x	x	x	x	x	-2.8%	x	-7.2%	3.1%
O=C(O)[C@H]1[C@H]2C[C@H]3c4[nH]c5ccccc5c4CCN3C[C@@H]2CC[C@@H]1O	x	x	x	x	x	-19.3%	x	u	-18.0%
CC(O)CN(C)C (stereo unspecified)	x	x	x	x	x	14.2%	x	3.8%	-3.0%
Cc1oc(=O)oc1CN1CCN(c2cc3c(cc2F)c(=O)c(C(=O)O)c2n3C(C)S2)CC1 (stereo unspecified)	x	x	x	x	x	-8.6%[10 µM]	x	-7.0%	-6.2%
C/C=C\C(=O)N(CC)c1ccccc1C	x	x	x	x	x	13.8%[2.98 µM]	x	-16.0%[24.8 µM]	-7.7%[17 µM]
SMILES	Rab9 prom act	KCNH2 3.1 block	FLuc counter	PKM2 activator	Mito fusion yeast	RORgamma inh	NPC1 prom act	Menin-MLL TR inh	VP16 counter
COc1ccc(C2=NC(c3ccc(Cl)cc3)C(c3ccc(Cl)cc3)N2C(=O)N2CCNC(=O)C2)c(OC(C)C)c1 (stereo unspecified)	x	x	x	x	x	u	x	22.3%	12.8%
Cc1c(I)c(=O)n(-c2ccccc2)n1C	x	x	x	x	x	1.1%	x	-20.4%	-8.7%
C=CC1=C(C(=O)O)N2C(=O)[C@@H](NC(=O)C(N=O)c3csc(N)n3)[C@H]2SC1 (stereo partly specified)	x	x	x	x	x	u	x	1.0%	u
Cc1cc(CC(C)CC(C)(C)C)n(O)c(=O)c1 (stereo unspecified)	x	x	x	x	x	1.12µM*	x	1.2%	3.16µM*
CCC[C@H](N[C@@H](C)C(=O)N1[C@@H]2CCCC[C@H]2C[C@H]1C(=O)O)C(=O)OCC	x	x	x	x	x	-1.8%	x	0.5%	-11.5%
CC(=O)O[C@@]1(C(C)=O)CCC2C3C=C(Cl)C4=CC(=O)C5CC5[C@@]4(C)C3CC[C@]21C (stereo partly specified)	x	x	x	x	x	0.5%	x	-22.9%	-6.5%
CC[C@H](Cc1c(I)cc(I)c(N)c1I)C(=O)O	x	x	x	x	x	-2.4%[2.98 µM]	x	7.5%[24.8 µM]	-11.9%[17 µM]
COc1cc(O)c2c(=O)cc(-c3ccc(OC)c(-c4c(O)cc(O)c5c(=O)cc(-c6ccc(O)cc6)oc45)c3)oc2c1	x	x	x	x	x	u	x	u	u
O=C(O)c1ccc[n+]([O-])c1	x	x	x	x	x	6.4%	x	-15.5%	-16.2%
CC[C@H](C)C(N)C(=O)O (stereo partly specified)	x	x	x	x	x	-3.9%	x	8.9%	-0.9%
CCC(=O)O	x	x	x	x	x	4.5%	x	-2.7%	4.3%
COc1ccc(S(=O)(=O)N2c3ccc(Cl)cc3[C@](O)(c3ccccc3Cl)[C@@H]2C(=O)N2CCC[C@H]2C(N)=O)cc1OC	x	x	x	-6.5%	x	20.4%&41.0%	x	5.5%&1.3%	u
COc1ccc(CNC(=O)C2CCCN(c3nnc(C)c4c(C)n(-c5ccc(C)cc5)nc34)C2)cc1 (stereo unspecified)	x	x	-13.3%	x	x	x	x	x	x
Cc1ccc(C)c(NC(=O)Cn2cc(C(=O)c3ccco3)c3ccccc32)c1	x	x	-0.1%	x	x	x	x	x	x
CCN1CCN(CCCNC(=O)c2cc3c(s2)-c2c(C)cccc2OC3)CC1	x	x	-2.7%	x	x	x	x	x	x
CCCNC(=O)C1CCC(Cn2c(=O)c3sccc3n(CC(=O)NCc3ccccc3)c2=O)CC1 (stereo unspecified)	x	x	-1.6%	x	x	x	x	x	x
COc1ccc(CCNc2nc(SCc3ccccc3Cl)nc3ccccc23)cc1OC	x	x	-0.6%	x	x	x	x	x	x
O=C(NCc1ccco1)c1ccc2c(c1)N(Cc1cccc(Cl)c1)C(=O)c1ccccc1S2=O (stereo unspecified)	x	x	-5.0%	x	x	x	x	x	x
COc1cc(C(c2c(C)[nH][nH]c2=O)c2c(C)[nH][nH]c2=O)ccc1OC(=O)c1ccccc1F	x	x	u	x	x	x	x	x	x
Cc1[nH]n2c(=O)cc(-c3ccc(Cl)cc3)nc2c1-c1ccccc1	x	x	u	x	x	x	x	x	x
COc1ccc(CC(=O)NCC(c2cccs2)S(=O)(=O)c2ccc(Cl)cc2)cc1 (stereo unspecified)	x	x	-12.0%	x	x	x	x	x	x
COc1ccc(-n2ccn(CC(=O)Nc3ccc(C)c(C)c3)c(=O)c2=O)cc1OC	x	x	-7.6%	x	x	x	x	x	x
O=C(CC1N=C2c3ccccc3N=C(SCc3ccc(F)cc3)N2C1=O)NC1CCCCC1 (stereo unspecified)	x	x	-1.0%	x	x	x	x	x	x
CCOC(=O)N1CCc2c(sc3c2c(=O)n(Cc2ccccc2)c(=O)n3CC(=O)Nc2ccc(F)cc2)C1	x	x	-1.8%	x	x	x	x	x	x
CCOCCCNC(=O)C(=O)Nc1c2c(nn1-c1ccc(OC)cc1)CSC2	x	x	-13.4%	x	x	x	x	x	x
SMILES	Rab9 prom act	KCNH2 3.1 block	FLuc counter	PKM2 activator	Mito fusion yeast	RORgamma inh	NPC1 prom act	Menin-MLL TR inh	VP16 counter
CCc1nnc(NC(=O)CSc2nc3c([nH]c4ccccc43)c(=O)n2-c2ccc(OC)cc2)s1	x	x	5.0%	x	x	x	x	x	x
C=CC1=C(C(=O)O)N2C(=O)[C@@H](NC(=O)/C(=N\O)c3csc(N)n3)[C@H]2SC1 (stereo in doubt)	x	10.1	x	x	x	x	x	x	x
CCOc1ccccc1C(N)=O	x	-0.9	x	x	x	11.6%	x	6.9%	-1.4%
COc1ccc(C(=O)NCc2ccc(OCCN(C)C)cc2)cc1OC	x	-6.4	x	x	x	-8.3%	x	3.8%	-5.3%
CC12CCC(CC1)C(C)(C)O2	x	-3.6	x	x	x	-11.9%&-9.3%	x	2.5%&1.6%	3.2%&-0.7%
CCN(CC)CCn1c(=O)c(Cc2ccc(OC)cc2)nc2ccccc21	-6.3%[46.1 µM]	x	x	x	-5.0%	x	1.9%[46.1 µM]	x	x

High-throughput results (PubChem BioAssay)
